Shn3 inh set2 = Schnurri-3 reporter inhibition in Clone20 osteoblasts; inhibition, % at 12.5 µM; 0.52% of 360,000 active; Clone20 osteoblast Shn3 3'UTR firefly luciferase, 24 h;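 active = mean inhibition of at least 75% with every replicate also reaching 75%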;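 also: 0% = median of neutral control wells and 100% = pilot-screen positive control compound; some compounds past the cut are filed as inactive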
KKLEB tox = reduces viability of KKLEB cystic fibrosis airway cells; AID 602141; KKLEB CF airway cells viability, ATPlite luminescence, overnight; active compounds read low; cells stimulated with P. aeruginosa culture filtrate; 0.36% of 360,000 active; activity change (cytotoxicity), % at 5 µM;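 active = corrected activity change at or below -50% at 5 µM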
CF NFkB block = inhibitors of cystic fibrosis induced NF-kB; KKLEB NF-kB-GFP reporter, PAF-induced, GFP fluorescence overnight; inhibition, % at 5 µM; 0.86% of 360,000 active;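 active = at least 50% inhibition at 5 µM, scaled per plate between neutral and stimulator controls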;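 also: PAF is a Pseudomonas aeruginosa culture filtrate used as stimulus; plate controls were PAF-stimulated DMSO wells for no effect and unstimulated DMSO wells for full effect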
TROY signal inh = blocks TROY-dependent signaling in reporter cells. Q293 LMP1-TROYcd NF-kB luciferase reporter, 4 h. inhibition, % at 10 µM. 0.98% of 360,000 active. AID 1347056;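 active = compounds whose plate-normalised and pattern-corrected inhibition of the luciferase reporter signal at the single screening dose is 50% or more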
Peg3 prom inh = reduces Peg3 promoter-driven luciferase expression in HeLa. HeLa PEG-Prom luciferase reporter, luminescence, overnight. inhibition, % at 20 µM. 1.7% of 360,000 active;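 active = inhibition of at least 50% at 20 µM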
NR2E3 ag-1 = agonists of human nuclear receptor NR2E3 | Q9Y5X4 | GST-NR2E3/biotin-RetCOR TR-FRET, 1536-well | inhibition of corepressor binding, % at 4.78 µM | 0.12% of 320,000 active | AID 2300;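 active = percent inhibition above the cutoff of mean plus 3 SD of all tested compounds, set per screening campaign, cut at about 20% in these data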;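 also: 0% = DMSO wells and 100% = biotin wells as full block of FRET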
Target sequence (Q9Y5X4 whole entry, looked up): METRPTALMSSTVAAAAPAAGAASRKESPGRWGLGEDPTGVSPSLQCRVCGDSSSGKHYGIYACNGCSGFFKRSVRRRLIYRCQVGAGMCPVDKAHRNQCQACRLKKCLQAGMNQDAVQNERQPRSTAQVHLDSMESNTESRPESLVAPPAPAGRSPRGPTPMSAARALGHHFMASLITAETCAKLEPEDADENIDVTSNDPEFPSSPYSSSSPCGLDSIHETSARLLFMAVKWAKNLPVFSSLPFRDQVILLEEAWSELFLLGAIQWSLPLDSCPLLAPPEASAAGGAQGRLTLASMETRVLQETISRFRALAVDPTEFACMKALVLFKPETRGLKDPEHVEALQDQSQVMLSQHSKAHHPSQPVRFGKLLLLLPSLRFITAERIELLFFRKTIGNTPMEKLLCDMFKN
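Test system: GST-NR2E3 and biotin-RetCOR proteins | Quantity: 1.35 nM GST-tagged NR2E3 final | Medium: Tris pH 7.5 | Also added: 7 nM biotin-RetCOR | Dosing: Compound at 4.8 µM, single dose | Timing: 5 h at 4 °C | Detection: Time-resolved FRET | Read-out basis: Percent inhibition | Benchmarks: Biotin wells as high control, 0.6% DMSO wells as low control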
C8 TRAIL sens = caspase-8 TRAIL sensitization; NB7+C8 cells + TRAIL, ATPlite viability luminescence; inhibition (viability loss, TRAIL sensitization), % at 10 µM; 1% of 360,000 active; AID 624354;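 active = compounds causing at least 50% loss of cell viability in the single-dose screen, relative to plate controls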
HIF-2a block = blocks HIF-2a reporter activity. 786-0 RCC cells HIF-2a reporter, luciferase luminescence, overnight. inhibition, % at 18.8 µM. 0.72% of 360,000 active. AID 624352;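 active = inhibition of the luminescence signal of 40% or more relative to plate controls, in a single-dose primary screen at 18.75 µM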
NR2E3 ag-2 = agonists of human NR2E3 nuclear receptor; Q9Y5X4; CHO-S Gal4-NCOR/VP16-NR2E3 two-hybrid, luciferase; inhibition of corepressor binding, % at 3.98 µM; 0.35% of 360,000 active; AID 602229;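 active = inhibition above the mean of all tested compounds plus 3 SD, cut at about 70% in these data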;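 also: 0% = DMSO with NR2E3 transfected cells and 100% = cells lacking NR2E3 construct; higher means lower luciferase signal from less NR2E3 corepressor binding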
MITF TRPM1 inh = inhibitors of MITF-driven TRPM1 promoter in melanoma cells | SK-MEL-5 TRPM1 promoter luciferase, 24 h | inhibition, % at 12.5 µM | 0.83% of 330,000 active | AID 488899;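 active = mean inhibition across replicates of 60% or more, whatever share of single replicates reaches that level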; also: values of inactives mirror those of a sister screen read the other way
TWEAK-Fn14 inh = TWEAK-Fn14 signaling inhibition; 2% of 360,000 active; AID 1159606; inhibition, % at 10 µM; TWEAK-stimulated Fn14 reporter cells, luciferase luminescence, 8 h; in the data active = inhibition above about 50%
The depositor's hits bear a star; nt = not tested or not shown.

SMILES	Shn3 inh set2	KKLEB tox	CF NFkB block	TROY signal inh	Peg3 prom inh	NR2E3 ag-1	C8 TRAIL sens	HIF-2a block	NR2E3 ag-2	MITF TRPM1 inh	TWEAK-Fn14 inh
NC(=O)C[C@@H]1N[C@]2(C(=O)Nc3ccccc32)[C@@H]2C(=O)N(c3cc(C(F)(F)F)ccc3Cl)C(=O)[C@H]12	-6	6	-6	-3	16	-3	-11	15	-25	1	-3
COc1ccc(-c2cc(C(=O)Nc3ccc(OC)cc3OC)no2)cc1	-47	3	2	-10	14	1	8	2	-22	11	-12
CC(C)CNc1ncnc2c1ncn2[C@H]1CN(C2CCCC2)C[C@@H](CO)O1	10	-1	19	-1	-1	nt	5	10	-24	nt	-19
O=C(c1cc(-c2ccc(Cl)cc2)on1)N1CCOCC1	-18	3	9	8	-144	-1	26	-110	-96	-42	51*
COc1ccc2c(c1)[nH]c1c(=O)n(CCCn3ccnc3)cnc12	0	11	-5	9	-6	-2	-3	-3	-15	-1	-8
CCC(CC)NC(=O)c1cccc([N+](=O)[O-])c1C	7	-8	7	-10	8	-3	-11	17	-9	10	6
Cc1ccsc1/C=N/N1CCN(c2ccccn2)CC1	nt	-13	-7	-42	-138	3	-6	-231	-38	-49	-9
CC(=O)Nc1ccccc1C(=O)C(=O)Nc1ccc(F)c(Cl)c1	-64	-2	10	-5	-151	-1	-2	-265	-50	-15	-14
CC(=O)c1cc(Cl)ccc1OCC(=O)Nc1cccc(S(=O)(=O)N2CCCC2)c1	28	-16	33	-1	-7	-5	-9	-10	-6	-17	-3
Cc1ccc(S(=O)(=O)CCN2CCC(O)(c3ccccc3)CC2)cc1	6	0	-21	8	14	1	-9	12	3	6	23
CNC(=O)C(=O)Nc1ccc(C)cc1C	6	3	0	-11	-7	6	-8	7	-4	-16	-5
CC1=NOC(=O)/C1=C\c1ccc(-c2ccc(Cl)cc2Cl)o1	13	-3	-26	0	108*	nt	25	56*	-18	73*	43

Whole records, quoted from the list:
CC(=O)c1cc(Cl)ccc1OCC(=O)Nc1cccc(S(=O)(=O)N2CCCC2)c1 is listed with Shn3 inh set2 = 28; KKLEB tox = -16; CF NFkB block = 33; TROY signal inh = -1; Peg3 prom inh = -7; NR2E3 ag-1 = -5; C8 TRAIL sens = -9; HIF-2a block = -10; NR2E3 ag-2 = -6; MITF TRPM1 inh = -17; TWEAK-Fn14 inh = -3
NC(=O)C[C@@H]1N[C@]2(C(=O)Nc3ccccc32)[C@@H]2C(=O)N(c3cc(C(F)(F)F)ccc3Cl)C(=O)[C@H]12 is listed with Shn3 inh set2 = -6; KKLEB tox = 6; CF NFkB block = -6; TROY signal inh = -3; Peg3 prom inh = 16; NR2E3 ag-1 = -3; C8 TRAIL sens = -11; HIF-2a block = 15; NR2E3 ag-2 = -25; MITF TRPM1 inh = 1; TWEAK-Fn14 inh = -3
Cc1ccc(S(=O)(=O)CCN2CCC(O)(c3ccccc3)CC2)cc1 is listed with Shn3 inh set2 = 6; KKLEB tox = 0; CF NFkB block = -21; TROY signal inh = 8; Peg3 prom inh = 14; NR2E3 ag-1 = 1; C8 TRAIL sens = -9; HIF-2a block = 12; NR2E3 ag-2 = 3; MITF TRPM1 inh = 6; TWEAK-Fn14 inh = 23

Copied from the list:
CNC(=O)C(=O)Nc1ccc(C)cc1C @ HIF-2a block: 7
CC(=O)c1cc(Cl)ccc1OCC(=O)Nc1cccc(S(=O)(=O)N2CCCC2)c1 @ CF NFkB block: 33
Cc1ccc(S(=O)(=O)CCN2CCC(O)(c3ccccc3)CC2)cc1 @ Shn3 inh set2: 6
O=C(c1cc(-c2ccc(Cl)cc2)on1)N1CCOCC1 @ CF NFkB block: 9
CC(C)CNc1ncnc2c1ncn2[C@H]1CN(C2CCCC2)C[C@@H](CO)O1 @ Shn3 inh set2: 10

Additional entries:
SMILES	Shn3 inh set2	KKLEB tox	CF NFkB block	TROY signal inh	Peg3 prom inh	NR2E3 ag-1	C8 TRAIL sens	HIF-2a block	NR2E3 ag-2	MITF TRPM1 inh	TWEAK-Fn14 inh
Cc1ccc2c(c1)[C@H]1[C@H](CO2)[C@H](c2ccccc2)[C@]2(C)C(=O)Nc3ccc(F)cc3C(=O)N12	27	-10	10	19	21	nt	10	27	27	-1	11
COc1cc(SC)ccc1C(=O)Nc1cccc(S(=O)(=O)NC2=NCCC2)c1	14	-12	22	-4	-19	0	19	-27	3	-13	2
CNc1ncc(Cc2ccccc2)s1	8	13	12	-2	-7	6	-8	-18	-10	-5	9
Cc1nc(NC(=O)c2ccccc2)sc1-c1cc(C(=O)O)nn1Cc1ccccc1	-1	2	-7	-7	1	nt	-16	2	-29	nt	-9
CC(NC(=O)C12CC3CC(CC(O)(C3)C1)C2)c1ccc(Cl)cc1Cl (stereo not drawn)	4	-3	-5	-6	21	4	-7	23	13	4	-14
CN(Cc1cnccn1)Cc1cn(Cc2ccccc2)nc1-c1ccc2c(c1)OCO2	11	4	-3	-1	26	-1	-6	12	9	-4	37
CC(OC(=O)c1ccc(S(=O)(=O)NCc2ccco2)cc1)C(=O)Nc1ccccc1 (stereo not drawn)	15	8	-27	8	3	nt	3	6	10	13	16
CCc1ccc(C(C)NC(=S)NC2CCCCC2)cc1 (stereo not drawn)	-1	29	-11	25	21	nt	-38	4	27	0	16
CCOC(=O)c1cc2c(=O)n3ccccc3nc2n(CC2CCCO2)c1=NC(C)=O (stereo not drawn)	15	4	-5	-32	15	5	-4	6	4	2	17
CC(C)C(c1nnnn1C1CCCC1)N1c2ccccc2CC1C (stereo not drawn)	-1	2	1	2	28	0	9	15	7	2	12
OC1CCN(Cc2nc(Cc3ccccc3Cl)no2)CC1	-7	-1	-4	-5	1	0	-3	-6	2	-13	-14
O=C(CCC1CCN(C(=O)c2ccccc2Cl)CC1)NCc1ccc(F)cc1	4	1	0	7	-8	-1	7	-3	-26	6	-5
COc1nc(N(C)C)nc(N(OC)S(=O)(=O)c2ccccc2Cl)n1	2	0	8	-1	10	2	10	11	2	4	-12
CC(Cc1cccnc1)NC(=O)c1ccccc1OC1CCN(S(C)(=O)=O)CC1 (stereo not drawn)	5	5	5	-3	-1	4	1	-8	-3	9	-17
CC(C)[C@H](NC(=O)N1CC(=O)Nc2ccccc21)C(=O)N[C@H](Cc1ccccc1)C(=O)O	18	-9	-3	5	4	0	-17	2	-4	0	11
CC(Sc1ccccc1F)C(=O)Nc1cccc(S(=O)(=O)N2CCOCC2)c1 (stereo not drawn)	-4	-4	2	7	13	nt	3	4	-19	5	4
O=C(CN1C(=O)c2ccccc2S1(=O)=O)NCc1cccnc1	-5	0	-6	-21	13	-2	6	1	-16	1	-2
O=C(Nc1ccccc1N1CCN(C(=O)c2ccccc2)CC1)c1cc(Br)ccc1Cl	18	0	0	-8	22	2	14	-4	-11	15	21
COCCN(Cc1cccs1)S(=O)(=O)c1ccc(-c2ccc(=O)[nH]n2)s1	8	14	-8	6	9	0	-6	13	-58	-6	-19
CCOC(=O)c1cccc(NC(=O)Cn2nc(C)n3cccc3c2=O)c1	-21	17	-5	-6	-8	3	-30	-12	14	0	-8
O=C(O)c1ccc(N2C(=O)c3cccc(Oc4ccc(Cl)cc4)c3C2=O)cc1	-2	-9	11	-3	9	1	-6	7	-26	0	-2
CSCCC(NS(=O)(=O)c1ccccc1)C(=O)OC(C)C(=O)Nc1ccc(Cl)cn1 (stereo not drawn)	-15	5	-4	4	-9	3	2	2	-19	3	6
Cc1ccccc1NC(=O)NCCc1ccc(Cl)cc1	7	-6	5	-27	-27	3	-8	-32	-64	3	-13
N#CCCN(CCC#N)C(=O)C1c2ccccc2Oc2ccccc21	5	-4	-4	0	0	3	4	-1	9	-1	-1
O=c1[nH]cnc2c1c(-c1ccccc1)cn2-c1cccc(Cl)c1	11	2	-17	5	-1	3	-13	-14	-30	-18	39
Clc1ccc(Cl)c(Oc2ccc(Oc3nc(Cl)ccc3Cl)cc2)n1	-2	1	-16	2	11	0	4	2	6	-15	-3
Cc1ccc(C(=O)CCc2ccc(N)cc2)cc1	-30	1	4	-49	-111	4	3	-136	-53	-53	-25
O=c1c2ccccc2cnn1-c1ccc(Cl)nn1	-26	-2	8	-3	-40	5	0	-89	-23	-19	3
CS(=O)(=O)Nc1cccc(C(=O)OCCCOc2ccc(F)cc2)c1	-8	6	-1	18	13	-3	36	15	-2	-4	0
Cc1ccc(C(=O)Nc2ccccc2-c2ccccc2)cc1[N+](=O)[O-]	10	11	-15	-5	11	-1	-7	-19	3	0	-12
CCOC(=O)[C@H]1[C@H]2COc3ccc(OC)cc3[C@@H]2N2C(=O)c3cc(OC)c(OC)cc3NC(=O)[C@@]12C	3	4	1	8	-11	-1	5	-3	-11	-7	-14
COc1ccc(OC)c(/C=N/NC(=O)c2cc3c(OC)c(OC)ccc3[nH]2)c1	14	-8	-10	-4	24	3	-3	-11	-9	-7	29
CN(C)C(=O)CSc1n[nH]c(=O)n1CCc1ccccc1	16	9	4	-4	11	3	4	-2	-9	6	-2
Cc1nn(-c2cccc(Cl)c2)c2c1C(c1ccncc1)C(C#N)=C(N)O2 (stereo not drawn)	-14	-12	15	17	11	2	-9	6	1	9	6
CCOC(=O)NCc1cc(-c2nn(C)c(=O)c3ccccc23)ccc1C	25	-6	-7	20	15	-4	19	9	3	5	-7
CC(=O)OCCn1c(C)[n+](CCOC(C)=O)c2cc(Cl)c(Cl)cc21	-12	10	0	12	0	1	-2	9	-20	10	3
CCCN(CCC)C(=O)CC(c1ccc(F)cc1)c1ccco1 (stereo not drawn)	-1	-21	14	15	3	1	-6	2	-4	6	-4
CN(C)/C=C/C(=O)Oc1ccc(Cl)cc1Cl	-10	1	-12	-30	4	2	-3	4	-12	4	-15
Cc1ccc(S(=O)(=O)NC(=O)Nc2ccc(F)cc2)cc1	-2	-5	11	-7	-51	0	-2	17	5	-4	-12
Cc1ccn2cc(CCNS(=O)(=O)c3ccc([N+](=O)[O-])cc3)nc2c1	-2	1	-7	13	21	-1	5	18	-4	5	0

Rewritten with each value named: two of the compounds above
smiles: CN(C)/C=C/C(=O)Oc1ccc(Cl)cc1Cl
- Shn3 inh set2: -10
- KKLEB tox: 1
- CF NFkB block: -12
- TROY signal inh: -30
- Peg3 prom inh: 4
- NR2E3 ag-1: 2
- C8 TRAIL sens: -3
- HIF-2a block: 4
- NR2E3 ag-2: -12
- MITF TRPM1 inh: 4
- TWEAK-Fn14 inh: -15

smiles: Cc1ccc(S(=O)(=O)NC(=O)Nc2ccc(F)cc2)cc1
- Shn3 inh set2: -2
- KKLEB tox: -5
- CF NFkB block: 11
- TROY signal inh: -7
- Peg3 prom inh: -51
- NR2E3 ag-1: 0
- C8 TRAIL sens: -2
- HIF-2a block: 17
- NR2E3 ag-2: 5
- MITF TRPM1 inh: -4
- TWEAK-Fn14 inh: -12

Screening data: PubChem BioAssay, several laboratories

The list is partial (hit frequency here may not be typical).
